Assay outcomes (PubChem BioAssay)
TRHR enhancer = allosteric enhancers of human TRH receptor. TRHR cells, fluo-8 calcium fluorescence, EC20 TRH enhancement. P34981. enhancement, % at 2 µM. hit rate 0.66% among 360,000; in the data active = enhancement above about 30%; note: 0% is about no effect
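TRHR-expressing cells loaded with fluo-8 calcium dye were read kinetically (ex 480/em 530) during compound addition, then stimulated with an EC20 of TRH (10 nM final). Enhancement of the Gq-mediated intracellular calcium response was scored.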
D2 PAM = D2 dopamine receptor (human) potentiation; AID 485347; HEK293 T-REx D2, calcium flux, EC20 dopamine potentiation; hit rate 0.34% among 340,000; potentiation, % at 10 µM;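 active = potentiation over 3 SD above the plate norm, cut at about 30% in these data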; note: 0% is about no effect
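Calcium flux readout, no-wash dye, 1 read/s. Inducible HEK293 Trex D2 line, overnight 30 C. Compound alone 180 s (agonist flags), then EC20 dopamine, another 180 s to score potentiation.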
D1 agonist = agonists of human D1 dopamine receptor. P21728. HEK293 T-REx D1 cells, calcium flux, agonist mode. activation, % at 2 µM. hit rate 1% among 360,000. AID 504660; note: 0% is about no effect
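Agonism was scored from calcium flux recorded over 180 s (1 read/s) after pintool compound addition, following a 10-cycle baseline. Cells were inducible force-coupled HEK293 TREx D1, plated overnight at 30 C and loaded with no-wash calcium dye.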
D1 antag = human D1 dopamine receptor antagonism | P21728 | HEK293 TREx D1 cells, calcium flux, dopamine EC80; active compounds read low | activity change, negative = inhibition, % at 10 µM | hit rate 3.2% among 360,000 | AID 504652; in the data active = activity change below about -30%; note: % is set by controls: 0 for no effect and ±100 for the full control effect
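Tetracycline-induced HEK293 T-REx cells with force-coupled D1 receptor were loaded with a no-wash calcium dye. Compound was added after a 10 s baseline and read kinetically for 180 s; EC80 dopamine was then added and calcium flux followed another 180 s.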
RXFP1 antag = antagonists of human relaxin receptor RXFP1; activity change, negative = inhibition, % at 57.5 µM; AID 1259400; Q9HBX9; HEK293-RXFP1, relaxin-stimulated cAMP HTRF, 30 min; active compounds read low; hit rate 0.59% among 350,000;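 active = activity change of -60% or lower, but not beyond a set lower limit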; note: % is set by controls: 0 for no effect and ±100 for the full control effect
Target sequence (Q9HBX9 whole entry, looked up): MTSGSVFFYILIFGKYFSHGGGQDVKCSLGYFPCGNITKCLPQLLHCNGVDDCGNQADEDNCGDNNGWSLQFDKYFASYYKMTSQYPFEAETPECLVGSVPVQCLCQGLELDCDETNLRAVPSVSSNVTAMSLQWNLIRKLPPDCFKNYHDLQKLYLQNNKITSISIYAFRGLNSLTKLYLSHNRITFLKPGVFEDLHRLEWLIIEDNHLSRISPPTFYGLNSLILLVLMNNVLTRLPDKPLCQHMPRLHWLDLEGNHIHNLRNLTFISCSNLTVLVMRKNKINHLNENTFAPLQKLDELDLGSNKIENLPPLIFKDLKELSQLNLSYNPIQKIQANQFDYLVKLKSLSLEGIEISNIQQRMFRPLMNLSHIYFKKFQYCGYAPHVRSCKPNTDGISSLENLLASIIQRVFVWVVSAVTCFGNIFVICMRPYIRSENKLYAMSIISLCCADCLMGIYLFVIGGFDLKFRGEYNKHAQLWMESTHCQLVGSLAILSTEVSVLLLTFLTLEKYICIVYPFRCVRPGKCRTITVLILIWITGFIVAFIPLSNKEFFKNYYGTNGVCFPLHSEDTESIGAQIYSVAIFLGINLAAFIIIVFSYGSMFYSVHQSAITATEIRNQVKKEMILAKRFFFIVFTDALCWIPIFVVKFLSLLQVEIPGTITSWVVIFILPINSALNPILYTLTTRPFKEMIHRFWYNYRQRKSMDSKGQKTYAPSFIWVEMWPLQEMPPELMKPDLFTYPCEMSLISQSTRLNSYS
TRHR agonist = agonists of human TRH receptor; P34981; TRHR cells, calcium flux fluo-8, FDSS agonist mode; activation, % at 2 µM; hit rate 0.18% among 360,000; note: 0% is about no effect
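In this calcium-flux screen, cells bearing human TRHR are dye-loaded with fluo-8, baselined for 10 cycles, then exposed to library compounds; positive kinetic calcium responses during the agonist phase mark hits, with TRH as control.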
D2 ag = D2 dopamine receptor (human) agonism | HEK293 T-REx D2 cells, calcium flux agonist mode | activation, % at 2 µM | hit rate 0.53% among 340,000;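 active = activation over 3 SD above normal in the single-dose calcium agonist read, cut at about 30% in these data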; note: 0% is about no effect
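HEK293 Trex D2 cells, tetracycline-induced, o/n 30 C 5% CO2; no-wash Ca dye, RT 30–90 min; 10-cycle baseline, 23 nl cpd added, kinetic Ca read 180 s; agonist hits = positive Ca response.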
D2 antagonist = D2 dopamine receptor (human) antagonism. P14416. inhibition, % at 10 µM. hit rate 2% among 340,000. AID 485344. HEK293 TREx D2 cells, calcium flux, dopamine EC80; in the data active = inhibition above about 30%; note: 0% is about no effect
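Inhibition of EC80 dopamine-driven calcium flux, recorded kinetically, defines activity here; cells are a tetracycline-induced HEK293 T-REx line expressing force-coupled D2.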
D1 potentiator = potentiators of human D1 dopamine receptor; P21728; HEK293 TREx D1 cells, calcium flux, dopamine EC20 potentiation; potentiation, % at 10 µM; hit rate 0.036% among 360,000; AID 504651; in the data active = potentiation above about 30%; note: 0% is about no effect
* hit, by the source's call; / = no result given. Cut-off read from the data, not from the text of the source, unless noted: active = activation above about 30%; inactive = the rest.

Letters: A = TRHR enhancer; B = D2 PAM; C = D1 agonist; D = D1 antag; E = RXFP1 antag; F = TRHR agonist; G = D2 ag; H = D2 antagonist; I = D1 potentiator
> O=C(O)Cc1sc(Nc2ccc(C(=O)O)cc2)nc1-c1ccccc1
  A: -2	B: 8	C: 0	D: 0	E: /	F: -0.2	G: -0.6	H: /	I: -3
> Cc1nn(CC(=O)NCc2cccc(Br)c2)c(=O)c2c1sc1ccccc12
  A: -7	B: /	C: 6	D: 2	E: -11	F: 3.3	G: -1.5	H: /	I: -2
> CSCCC(C(=O)N1C[C@]2(C)C[C@H]1CC(C)(C)C2)N1C(=O)c2ccccc2C1=O (stereo partly drawn)
  A: -6	B: 1	C: 0	D: -18	E: -14	F: 0.5	G: 0.3	H: 5	I: -2
> Cc1cc(C)nc(N2CCC(C(=O)NNC(=O)c3ccccc3)CC2)n1
  A: 6	B: 7	C: 1	D: 3	E: 7	F: 0.0	G: -0.9	H: 12	I: -2
> CCCc1ccc(-c2ccc(C(=O)Oc3ccc(OCC)cc3)cc2)nc1
  A: -8	B: 2	C: -3	D: 0	E: -5	F: -0.2	G: 0.4	H: /	I: 5
> Cc1ccc(C)c(NC(=O)C2CCCN(c3ncnc4onc(C)c34)C2)c1 (stereo not drawn)
  A: 10	B: 7	C: -1	D: -16	E: -5	F: 1.1	G: 0.2	H: /	I: -2
> CCN1CCN(c2ccc(S(=O)(=O)N3CCCCC3)cc2NC(=O)/C=C/c2ccc(OC)c(OC)c2)CC1
  A: -1	B: 10	C: 10	D: 9	E: -11	F: -0.6	G: -0.1	H: -11	I: -2
> O=P(O)(CP(=O)(c1ccccc1)c1ccccc1)c1ccccc1O
  A: -1	B: 3	C: 0	D: -11	E: -8	F: 0.2	G: 0.8	H: -6	I: -3
> COC(=O)COc1ccc(NC(=O)c2ccco2)cc1
  A: 2	B: -4	C: 2	D: -18	E: -9	F: 0.1	G: 0.5	H: -16	I: -1
> Cc1cc(C)nc(N2CCCC(C(=O)NC3CC3)C2)n1 (stereo not drawn)
  A: 0	B: -3	C: 0	D: 5	E: 2	F: 0.0	G: 0.3	H: 6	I: -6
> COc1ccc(NC(=O)NN2CCN(C)CC2)cc1
  A: 15	B: -3	C: 1	D: 15	E: -2	F: 0.8	G: 0.4	H: 2	I: -1
> CC(C)=CCC/C(C)=C/CC(C)(C)CNCCN1CCNCC1
  A: 0	B: 0	C: 9	D: -3	E: /	F: -0.2	G: 2.1	H: 5	I: -5
> COc1cccc(NC(=O)Cn2c(=O)oc3ccccc32)c1
  A: -2	B: -7	C: 0	D: 14	E: -10	F: 0.0	G: 0.2	H: 1	I: 0
> Brc1ccc(-c2csc(N3CCCCC3)n2)cc1
  A: 20	B: /	C: 1	D: 16	E: /	F: 0.2	G: /	H: /	I: 11
> CC1CCCCC1NC(=O)c1cccc(S(=O)(=O)N2CCN(Cc3ccccc3)CC2)c1 (stereo not drawn)
  A: -4	B: -17	C: 5	D: 1	E: -7	F: -0.2	G: -0.7	H: -3	I: 1
> CCOc1ccc(S(=O)(=O)N2CCCCC2)cc1NC(=O)Cc1ccsc1
  A: -5	B: 5	C: 5	D: 12	E: -10	F: 4.5	G: 1.6	H: 34*	I: -2
> O=C(CCCc1nc(-c2ccccc2Cl)no1)NC1CCCCC1
  A: 5	B: -2	C: 3	D: -13	E: -9	F: 0.0	G: -0.1	H: -4	I: -4
> COc1ccc(N=Nc2cc(-c3ccccc3)ccc2O)cc1
  A: -4	B: 14	C: 3	D: -9	E: 0	F: -0.2	G: -0.3	H: 8	I: -8
> Cc1cc(C)c2c(C)c(C(=O)N3CCC(c4nc5ccccc5s4)CC3)oc2c1
  A: 0	B: -9	C: 2	D: 6	E: -29	F: 0.5	G: 0.4	H: /	I: 1
> CCOC(=O)CC1(c2ccc(OC)c(OC)c2)C(=O)c2ccccc2C1=O
  A: 20	B: -5	C: 1	D: -9	E: 14	F: -0.3	G: 0.0	H: 4	I: -8
> Cc1cc(Cl)ccc1OCC(=O)Nc1c(C(=O)c2ccccc2)oc2ccccc12
  A: 1	B: -9	C: 1	D: -10	E: 21	F: -0.1	G: 0.2	H: /	I: 3
> Cc1ccnc(SCC(=O)Nc2sccc2C#N)n1
  A: -3	B: -4	C: 6	D: -4	E: 8	F: -0.2	G: 0.6	H: 4	I: -8
> COc1ccccc1C(=O)COC(=O)CNS(=O)(=O)c1ccc(C)c(C)c1
  A: 8	B: 2	C: 0	D: -7	E: 5	F: 0.0	G: -0.4	H: -11	I: -3
> COC(=O)c1ccc(CO/N=C2\CCCc3nonc32)cc1
  A: -5	B: 0	C: 5	D: -17	E: 5	F: -0.3	G: -0.3	H: 7	I: 1
> CCn1c(CCNC(=O)c2cccs2)nnc1SCC(=O)Nc1nc(-c2ccccc2)cs1
  A: 3	B: -4	C: 1	D: 2	E: -39	F: -0.4	G: 0.8	H: -29	I: -6

Whole records, looked up by structure. Screens in order: TRHR enhancer	D2 PAM	D1 agonist	D1 antag	RXFP1 antag	TRHR agonist	D2 ag	D2 antagonist	D1 potentiator
CC(C)=CCC/C(C)=C/CC(C)(C)CNCCN1CCNCC1 across the screens: 0	0	9	-3	/	-0.2	2.1	5	-5
Cc1cc(C)nc(N2CCC(C(=O)NNC(=O)c3ccccc3)CC2)n1 across the screens: 6	7	1	3	7	0.0	-0.9	12	-2
O=C(CCCc1nc(-c2ccccc2Cl)no1)NC1CCCCC1 across the screens: 5	-2	3	-13	-9	0.0	-0.1	-4	-4

(list continues)
Letters: A = TRHR enhancer; B = D2 PAM; C = D1 agonist; D = D1 antag; E = RXFP1 antag; F = TRHR agonist; G = D2 ag; H = D2 antagonist; I = D1 potentiator
> O=C1c2ccsc2SCCN1Cc1ccc(Cl)cc1Cl
  A: 1	B: -2	C: 3	D: -3	E: -15	F: -1.0	G: 9.3	H: -17	I: 5
> Cc1ccc(C(=O)c2c3ccc([N+](=O)[O-])cc3[n+]([O-])n2CCCC(N)=O)cc1
  A: 8	B: 15	C: -1	D: -6	E: /	F: -0.2	G: 0.5	H: -3	I: 0
> O=C(c1cc2ccccc2c(=O)o1)N1CCCC1
  A: 1	B: 6	C: 1	D: 10	E: /	F: 0.3	G: 0.9	H: -6	I: -3
> CCSc1nnc(NC(=O)/C=C/c2ccc3c(c2)OCO3)s1
  A: -1	B: -1	C: 1	D: -2	E: /	F: 0.1	G: -0.1	H: 2	I: 2
> O=C1c2ccccc2-c2onc3ccc(NCCCn4ccnc4)c1c23
  A: 2	B: -10	C: 208*	D: -14	E: -4	F: 112*	G: 49*	H: 28	I: 4
> CC1Nc2nc(N(C)C)[nH]c(=O)c2NC1C (stereo not drawn)
  A: -4	B: 6	C: 0	D: -2	E: -3	F: 0.4	G: 0.8	H: 21	I: 0
> CCc1nnc(NC(=O)C2CC(=O)N(CCc3ccccc3)C2)s1 (stereo not drawn)
  A: 5	B: 10	C: 3	D: -7	E: -1	F: -0.5	G: 0.9	H: 12	I: 2
> CN(c1ccccc1)S(=O)(=O)c1ccc(C(=O)OCC(=O)NCc2ccco2)cc1
  A: 0	B: 2	C: 2	D: -7	E: -22	F: -0.8	G: 0.5	H: -8	I: -1
> C/C(=N\N=C(/N)SC1CC(=O)N(c2ccc(Cl)cc2)C1=O)c1cccs1 (stereo not drawn)
  A: 1	B: -2	C: 2	D: -11	E: /	F: 0.8	G: 1.4	H: 7	I: -7
> COc1ccccc1Cn1c(=O)[nH]c2cccnc21
  A: 1	B: 1	C: 1	D: 3	E: -18	F: 0.1	G: 0.6	H: -2	I: 1
> COc1ccc(C)cc1S(=O)(=O)N1CCCC(C(=O)N2CCOCC2)C1 (stereo not drawn)
  A: -4	B: -8	C: 0	D: -14	E: -3	F: 0.2	G: 0.5	H: 10	I: -1
> C#CCNC(=O)C1=C[C@@H](c2coc3ccccc3c2=O)[C@H](CCCO)[C@@H](OCC)O1
  A: -1	B: -9	C: -3	D: -15	E: /	F: -0.7	G: -0.7	H: -3	I: -5
> Cn1c2cc(B(O)O)sc2c2cnn(Cc3c(F)cccc3F)c(=O)c21
  A: 13	B: /	C: 4	D: 9	E: /	F: 2.2	G: /	H: /	I: 1
> CNC(=O)[C@@H]1C[C@H]1[C@@H](NC(=O)OCc1ccccc1)c1ccccc1
  A: 8	B: 3	C: -4	D: 7	E: /	F: -0.3	G: 0.5	H: -23	I: -4
> COc1cccc(NC(CNS(=O)(=O)c2ccc(Cl)cc2)c2ccccc2)c1 (stereo not drawn)
  A: 7	B: 12	C: 9	D: -34*	E: -18	F: -1.4	G: -1.2	H: /	I: -3
> COc1ccc2c(c1)O/C(=C\c1ccco1)C2=O
  A: 4	B: 9	C: 2	D: 9	E: -15	F: -0.6	G: -1.2	H: 5	I: 16
> CCOc1ccccc1NC(=O)Cn1c(=O)n(Cc2ccccc2)c(=O)c2c3c(sc21)CN(C(C)=O)CC3
  A: -4	B: 2	C: -1	D: 1	E: /	F: 0.2	G: 0.1	H: /	I: -5
> NNS(=O)(=O)c1ccc(Cc2ncc(C(F)(F)F)cc2Cl)s1
  A: 16	B: -2	C: 0	D: -2	E: 2	F: 0.5	G: 0.1	H: -19	I: 24
> COc1ccc(C(C)NC(=O)Cc2cccs2)cc1 (stereo not drawn)
  A: 4	B: 14	C: 4	D: -1	E: 13	F: -1.9	G: -0.7	H: 14	I: 4
> O=C(NCc1ccccn1)c1nn(-c2ccccc2Cl)nc1CO
  A: -2	B: -2	C: 0	D: 6	E: 4	F: 0.1	G: -0.1	H: /	I: -1
> N#C/C(=C\c1cc(Br)c(O)c(Br)c1)c1nc2ccccc2c(=O)[nH]1
  A: 20	B: -2	C: 171*	D: 13	E: -3	F: 78*	G: /	H: /	I: 12
> Cc1ccc(CN2CCN(Cc3ccc(OC(C)C)cc3)CC2CCO)o1 (stereo not drawn)
  A: 1	B: 5	C: 2	D: -1	E: -11	F: 0.7	G: 0.4	H: -11	I: 7
> CCn1cc(C(=O)N2CCN(C3CCCCC3)CC2)c2cc(OC)c(OC)cc2c1=O
  A: -3	B: 0	C: 3	D: -3	E: 2	F: 0.8	G: 0.2	H: 3	I: -6
> COc1cc(/C=C/C(=O)O)ccc1S(=O)(=O)N1CCCc2ccccc21
  A: 3	B: 0	C: -2	D: -7	E: 8	F: 0.2	G: 0.6	H: 4	I: 6
> Cc1ccc2c(c1)C=CC(C)N2C(=O)c1ccccc1 (stereo not drawn)
  A: 15	B: 12	C: 0	D: 11	E: -13	F: -0.6	G: /	H: /	I: 3
> COc1ccc(F)cc1S(=O)(=O)n1nnc2ccccc21
  A: -8	B: -10	C: 0	D: -28	E: -10	F: -0.3	G: -0.3	H: 10	I: -5
